Bioassay records deposited in PubChem by National Center for Advancing Translational Sciences (NCATS).
aSyn yeast inh = alpha-synuclein toxicity inhibition in yeast; AID 652106; Yeast expressing alpha-synuclein, growth rescue, BacTiter-Glo, 24 h; Potency, µM (doses to about 46.1 µM), for inactives: top-dose growth rescue (activation), hits mostly activators; actives 0.14% (n = 370,000); further: potency means the concentration at half of the fitted maximal effect; % of control where 0% means no effect; nearly all actives have a fitted effect of over 65% in size
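Galactose-induced alpha-syn yeast (OD600=0.02, raffinose-pregrown) + pinned cpd, 24 hr, 30 deg C; growth by BacTiter-Glo luminescence. Growth restoration scores as activation.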
PTHR1 agonist = agonists of human PTHR1 parathyroid hormone receptor; Q03431; HEK293 GP2 PTHR1 cells, GloSensor cAMP luminescence, 1 h; actives 0.075% (n = 410,000); AID 743266; Potency, µM (top dose mostly 115 µM), for the others: at the top dose activation, usual class: activators; further: potency means the concentration at half of the fitted maximal effect; nearly all actives have a fitted effect of over 55% in size; some results filed as inactive show a strong effect at the top dose; inactives centre near -15; many of its hits are not listed in these tables
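HEK-293-derived GP2 cells expressing PTHR1 and a GloSensor cAMP reporter, 3,000/well, plated overnight, given luciferin plus IBMX (each 0.5 mM as added) for 1 h at 37 °C, then compound for 1 h at 37 °C. Luminescence was read after 15 min at room temperature.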
D3 ag = activates the human D3 dopamine receptor | D3R DiscoveRx beta-arrestin cells, luminescence, 90 min | max activation, % | actives 0.58% (n = 410,000) | AID 652048; in the data active means max activation above about 30%; further: 0% is about no effect; mostly tested at two doses, the higher about 12 µM
Target sequence (P35462 whole entry, looked up): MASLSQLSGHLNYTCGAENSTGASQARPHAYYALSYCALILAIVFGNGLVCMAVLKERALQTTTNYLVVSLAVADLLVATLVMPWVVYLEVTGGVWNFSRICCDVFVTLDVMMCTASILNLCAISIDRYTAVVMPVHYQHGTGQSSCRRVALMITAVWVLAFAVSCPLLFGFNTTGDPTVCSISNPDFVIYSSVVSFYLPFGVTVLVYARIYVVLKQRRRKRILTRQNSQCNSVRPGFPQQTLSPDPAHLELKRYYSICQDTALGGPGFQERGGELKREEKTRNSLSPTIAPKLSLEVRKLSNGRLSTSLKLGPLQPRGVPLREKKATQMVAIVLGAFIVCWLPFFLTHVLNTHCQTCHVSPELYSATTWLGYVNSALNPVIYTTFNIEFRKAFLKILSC
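Agonist-mode cell screen: cells plated at 1500/well and incubated overnight at 37 °C, then exposed to library compounds for 90 min at 37 °C. Detection reagent was added for 30–60 min at room temperature, and luminescence was read.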
HEK293 tox = cytotoxicity counter-screen for GLP-1 receptor inverse agonists. HEK293 cAMP-luciferase reporter cells, luminescence, 24 h. Potency, µM (highest dose often 38.3 µM), without a hit: top-dose activity change, negative = inhibition, most hits filed as inhibitors. actives 0.13% (n = 410,000). AID 624418;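 further: loss of luciferase light is scored as toxicity; potency means the concentration at half of the fitted maximal effect; on the % scale 0 is the no-effect control and ±100 the full control effect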
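MLSMR compounds, 24 hr on cells at 37 deg C/5% CO2; luminescence after luciferase reagent (12 min RT). Inhibition counted as the undesired cytotoxic outcome.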
GLP-1R inv ag = inverse agonists of human GLP-1 receptor. P43220. HEK293 GLP-1R CRE-luciferase, luminescence, 24 h; GLP-1R form is constitutively active. Potency, µM (highest dose often 38.3 µM), inactives show at the highest dose activity change, negative = inhibition, most hits filed as inhibitors. actives 1.6% (n = 410,000). AID 624417; further: potency means the concentration at half of the fitted maximal effect; on the % scale 0 is the no-effect control and ±100 the full control effect; nearly all actives have a fitted effect of over 55% in size
Target sequence (P43220 whole entry, looked up): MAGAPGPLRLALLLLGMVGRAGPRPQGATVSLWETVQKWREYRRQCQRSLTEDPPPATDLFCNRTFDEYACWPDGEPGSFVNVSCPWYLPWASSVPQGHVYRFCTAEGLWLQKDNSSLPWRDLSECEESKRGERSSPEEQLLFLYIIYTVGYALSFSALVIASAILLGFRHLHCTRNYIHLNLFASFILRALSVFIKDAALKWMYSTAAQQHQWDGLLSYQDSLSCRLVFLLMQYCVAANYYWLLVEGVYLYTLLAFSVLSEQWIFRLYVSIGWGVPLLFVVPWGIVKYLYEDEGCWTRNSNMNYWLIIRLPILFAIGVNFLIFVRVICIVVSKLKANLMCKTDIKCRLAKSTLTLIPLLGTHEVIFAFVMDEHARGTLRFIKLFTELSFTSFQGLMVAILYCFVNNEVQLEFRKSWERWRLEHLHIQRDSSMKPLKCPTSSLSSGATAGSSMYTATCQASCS
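Using stably transfected HEK293 (constitutively active GLP-1R, cAMP-luciferase reporter), compounds were incubated 24 hr and luciferase measured by luminescence.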
KB-V1 MDR tox = kills drug-selected multidrug resistant KB-V1 cells. KB-V1 MDR cells viability, CellTiter-Glo, 72 h. Potency, µM (doses to about 46.1 µM), inactives show top-dose activity change, negative = cytotoxicity, actives largely listed as cytotoxic. actives 3.4% (n = 400,000); further: potency means the concentration at half of the fitted maximal effect; on the % scale 0 is the no-effect control and ±100 the full control effect; nearly all actives have a fitted effect of over 60% in size
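Following 72 h at 37 degrees C with compound, KB-V1 cell viability was read by CellTiter-Glo luminescence, medium being phenol-red-free DMEM plus 10% FBS; concentration-response parameters came from normalized, curve-fitted qHTS data.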
DRD3 antagonist = D3 dopamine receptor (human) antagonism. P35462. D3R cells, DiscoveRx beta-arrestin luminescence, antagonist mode; stronger effect = lower value. max response, negative = inhibition, %. actives 2.5% (n = 360,000); in the data active means max response below about -50%; inconclusive means no clear call, values can overlap the other calls; further: on the % scale 0 is the no-effect control and ±100 the full control effect; mostly tested at two doses, the higher about 12 µM
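Cells plated overnight at 1500 cells/well, then exposed to library compounds with dopamine controls for 90 minutes at 37 degrees C. DiscoveRx reagent added for 30–60 minutes at room temperature; luminescence read, quantitative HTS format.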
GLP1R ag = activates the human GLP-1 receptor. P43220. HEK293 GLP-1R CRE-luciferase, luminescence, 4-6 h; cells express a hypersensitive GLP-1R form. Potency, µM (series often up to 45.6 µM), without a hit: at the highest dose activation, hits mostly activators. actives 0.007% (n = 380,000). AID 624172; further: potency means the concentration at half of the fitted maximal effect; % of control where 0% means no effect
TDP43 rescue = inhibitors of TDP-43 toxicity in yeast; TDP-43 expressing yeast growth rescue, BacTiter-Glo, 24 h; actives 1.8% (n = 410,000); Potency, µM (top dose mostly 46.1 µM), inactives show at the highest dose growth rescue (activation), actives largely listed as activators; AID 652104; further: potency means the concentration at half of the fitted maximal effect; % of control where 0% means no effect; nearly all actives have a fitted effect of over 50% in size
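Yeast cells expressing TDP-43 under galactose induction are exposed to compounds for 24 hr at 30 deg C. BacTiter-Glo luminescence measures growth, so protective compounds score as activators.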
An asterisk follows results filed as active; i = inactive; ? = inconclusive; . = not tested or not shown; & = joins results of further samples; [ ] = another dose, or the depositor's remark. Unless noted, the call rests on the fitted dose curve; in most records, active means well fitted curve in the direction sought with a large enough effect; inconclusive means small, poorly fitted or top-dose-only effect, or another doubt; inactive means no such curve, though single readings can be large; an effect the other way counts as inactive or inconclusive. These rows are one share of the data; count on the stated rates, not on these rows.

Every second line gives: aSyn yeast inh	PTHR1 agonist	D3 ag	HEK293 tox	GLP-1R inv ag	KB-V1 MDR tox	DRD3 antagonist	GLP1R ag	TDP43 rescue
> CC(Sc1nnc(COc2ccccc2)n1Cc1ccccc1)C(=O)O (stereo unspecified)
  -6.5%	i	-25.0	7.6%	9.1%	?	-0.8	-0.2%	-19.9%[0.397 µM]
> O=C(COC(=O)c1ccc(Cl)nc1)NC(=O)c1ccc(OC(F)F)cc1
  2.9%	i	1.7	5.3%	21.9%	-9.9%	13.0	1.0%	5.5%
> COC(=O)c1[nH]c2c(c1C(=O)OC)CCc1ccccc1-2
  -0.7%	-26.8%	-9.3	-4.4%	15.2%	?	8.8	5.7%	?
> CC(C)Cn1c(N)c(C(=O)COC(=O)c2ccc(Br)cc2)c(=O)n(C)c1=O
  13.9%	-92.4%[inhibitor]	-3.7	-7.8%	10µM*	4.9%	-25.7	-1.0%	19.6%
> CCOC(=O)C1C(C(=O)OCC)C(C)(C)C1N(C)C (stereo unspecified)
  1.7%	i	8.7	-29.8%	-8.9%	3.4%	27.3	-3.5%	17.5%
> CCN1C(=O)[C@H]2[C@@H](c3ccc(-c4ccccc4)c(OC)c3)N[C@@](CC(C)C)(C(=O)OC)[C@H]2C1=O
  1.5%	17.3%	-30.7	17.8%	?	?	-51.2*	10.6%	4.3%
> CN(Cc1ccccc1)S(=O)(=O)c1ccc2[nH]c3c(c2c1)CCCCC3
  .	-21.8%	-7.1	-0.3%	?	-9.4%	.	.	6.4%
> O=C(CSc1nnc(NC(=O)c2ccco2)s1)Nc1cccc(F)c1
  6.3%	-1.2%	13.5	-14.6%	10.7%	25.3%	11.1	1.1%	8.2%
> Cc1cc(=O)[nH]c(SCC(=O)N2CC3(C)CC2CC(C)(C)C3)n1 (stereo unspecified)
  -5.4%	i	2.5	-5.3%	-22.2%	1.2%	6.9	8.1%	-14.8%
> Cc1c(NC(=O)/C(C#N)=C/c2ccc(-c3cc(Cl)ccc3Cl)o2)c(=O)n(-c2ccccc2)n1C
  -5.2%	i	6.6	?	?	3.5%	3.7	-1.3%	-9.4%
> C/C(CC(=O)NC(C)(C)C)=N\NC(=O)COc1ccc(C)cc1Br
  -4.9%	i	3.9	-1.8%	1.1%	-8.4%	0.7	7.8%	5.9%
> CCCn1nnc(NC(=O)c2cccc(Cl)c2)n1
  -0.5%	1.4%[57.5 µM]	-0.6	1.1%	6.6%	1.3%	-9.7	0.2%	1.7%
> O=C(CSc1nnc(SCc2cccc3ccccc23)s1)c1ccc2c(c1)OCO2
  -2.1%	-5.8%	1.2	-7.7%	?	18.4µM*	-17.7	0.4%	16.3%
> CCCCC1Cc2[nH]c(=S)[nH]c(=O)c2C(C(C)C)O1 (stereo unspecified)
  -2.8%	-25.0%	-1.5	4.0%	16.3%	?	0.0	-3.0%	-6.9%
> COc1ccc(-c2onc(C)c2C)cc1S(=O)(=O)NCc1ccco1
  .	-7.4%	-3.8	-14.1%	-9.7%	.	.	.	6.8%
> O=C(Nc1cc(-c2ccccc2)cs1)c1ccco1
  -24.9%	-26.8%	1.7	-8.1%	?	-1.6%	6.2	15.7%	?
> CCCC(=O)Nc1nc2c(s1)CC(C(C)(C)C)CC2 (stereo unspecified)
  .	i	6.7	-3.5%	?	-3.9%	.	.	7.3%
> O=C(Nc1ccc2c(c1)OCO2)C1CCN(C(=O)c2ccc(Br)cc2)CC1
  4.9%	i	5.4	-26.4%	?	-2.0%	2.8	12.8%	25.2%
> Cc1nc(-c2ccccc2)sc1-c1ccc(SCC(=O)Nc2ccccc2)nn1
  .	-17.2%	2.0	1.3%	12.7%	3.9%	.	.	12.1%
> COc1ccc(C(=O)Nc2ccc3c4c(cccc24)CC3)cc1
  2.7%	-1.5%[57.5 µM]	4.1	-20.6%	0.0%	13µM*	22.3	-5.1%	1.9%
> CNC(=O)c1cnn(-c2nc(-c3ccc(OC)cc3)cs2)c1C(F)(F)F
  -3.1%	i	0.7	4.7%	-11.9%	?	-11.8	-6.0%	12.7%
> N#Cc1ccc(/C=C/C(=O)c2ccco2)cc1
  -6.7%	-46.6%[inhibitor]	-14.9	16.0%	19.4%	4.1%	1.2	-20.9%	24.3%
> Cc1cc(C)n2cc(CSc3nnc(N)s3)nc2n1
  0.8%	-14.2%[57.5 µM]	0.7	0.0%	27.8%	?	-53.2*	-0.2%	-8.0%
> CC1CCN(S(=O)(=O)c2cc3c4c(c2)C(C)C(=O)N4CCC3)CC1 (stereo unspecified)
  12.1%	-50.4%	2.3&-15.8	1.3%&3.9%	36.2%&11.6%[activator]	-12.7%&-3.7%	0.0	4.2%	19.9%&13.8%
> COc1cc(/C=C/c2cc(C(F)(F)F)[nH]c(=O)n2)cc(OC)c1OC
  -3.1%	-40.8%[inhibitor]	-17.7	0.0%	?	0.0%	-21.2	2.6%	-26.1%
> Cc1cc(C(=O)COC(=O)c2ccc[nH]c2=O)c(C)n1-c1ccccc1
  -15.0%	-20.3%	9.0	1.7%	?	18.4µM*	-23.0	-44.7%[inhibitor]	?
> CCOCCn1c(=O)c2c(nc3n2CCN3c2ccc(CC)cc2)n(C)c1=O
  8.7%	i	4.1	-2.4%	11.9%	-0.8%	-7.2	3.3%	15.7%
> COc1ccc(C(=O)c2sc(Nc3ccccc3F)nc2N)cc1
  13.3%	i	-4.2	-18.3%	-22.7%	-9.5%	0.6	?	20µM*
> Cc1ccc(C)c(OCC(=O)Nc2ccc(S(=O)(=O)N3CCN(C)CC3)cc2)c1
  -3.6%	i	-1.5	-6.5%	?	-11.2%	4.0	-4.0%	-12.1%
> Cc1ccc(C)c(NNC(N)=S)c1
  -12.9%	i	-8.7	-13.2%	-22.9%	2.5%	-15.0	0.1%	12.8%
> O=C(CCC1COc2ccccc2O1)NCC1COc2ccccc2O1 (stereo unspecified)
  11.3%	i	-20.2	-13.9%	?	1.3%	20.7	7.2%	?
> COc1cccc(-c2nc(CS(=O)(=O)CC(=O)NCC(C)c3ccccc3)c(C)o2)c1 (stereo unspecified)
  16.5%	-56.4%[inhibitor]	-8.6	-5.6%	?	-4.7%	-1.6	-0.9%	-12.0%
> CCS(=O)(=O)c1ccc(O)c(NC(=O)/C=C/c2ccc(Cl)cc2)c1
  0.1%	-6.1%	6.2	-16.5%	11.9%	13.1%	-24.9	2.6%	-12.5%
> COc1ccccc1C1CC(=O)NC(C)=C1C(=O)OC1CCCCCC1 (stereo unspecified)
  .	-11.4%	7.7	1.6%	-2.1%	0.0%	.	1.6%	2.3%
> O=C(COc1ccc(Cl)cc1)Nc1ccc(Cl)cn1
  -1.0%	-4.7%[57.5 µM]	-11.3	8.9%	3.0%	-5.7%	0.0	2.4%	8.2%
> CCC(=O)Nc1ccc(C(=O)NNC(=O)C2CCCCC2)cc1
  5.2%	i	-0.8	-1.0%	20.5%	?	10.2	-2.4%	-2.0%
> CN1CCN(c2oc(COc3ccc(-c4ccccc4)cc3)nc2C#N)CC1
  17.8%	-4.9%[57.5 µM]	-32.0	-1.7%	-24.8%	-7.4%	-4.1	18.6%	-2.8%
> Cc1nn(C)c(C)c1/C=C/C(=O)c1ccc(Cl)cc1Cl
  10.5%	-86.5%[inhibitor]	0.8	13.0%	-27.4%	?	-5.6	13.1%	25.1µM*
> COc1ccc(NC(=O)COc2ccc(/C=N/O)cc2OC)cc1
  3.9%	-15.9%	0.9	8.6%	31.3%	?	-25.8	22.2%	10.1%
> Cc1ccc(C)c(NS(=O)(=O)c2ccc3c4c(cccc24)C(=O)N3)c1
  .	-45.2%[inhibitor]	-5.3	-14.8%	?	.	.	.	2.1%
> COc1ccc(CNC(=O)C(=O)Nc2ccccc2OC)cc1
  .	-16.3%	-5.8	4.3%	39.1%[activator]	-5.2%	.	.	14.8%
> Cc1ccc(C(=O)Nc2nnc(C3CCCCC3)s2)o1
  -9.5%	-59.3%[inhibitor][57.5 µM]	-1.5	5.2%	-2.4%	7.1%	16.5	-8.7%	11.8%
> Nc1nc2ccccc2n1S(=O)(=O)c1ccc([N+](=O)[O-])cc1
  -6.1%	16.6%	-8.2	9.6%	7.9%	-14.6%	-9.8	-3.3%	-17.3%
> CCc1cccc(CC)c1N(COC)C(=O)Cn1c(CC)nc2ccccc21
  .	-10.5%	-7.1	-5.0%	3.5%	.	.	.	15.5%
> Cc1cc(C)c2nc(NCc3ccccc3O)sc2c1
  1.5%	-1.5%	-0.6	2.5%	13.4%	20.2%	-16.9	29.9%	5.2%
> COc1ccc2c(c1)C(c1ccc(C)o1)=NNC(c1ccccc1)=N2
  -0.9%	-24.5%	-1.9	-0.9%	-8.4%	17.7%	-6.9	19.3%	8.7%
> CCCCCCCc1c(C)nc(N2CCOCC2)[nH]c1=O
  -1.5%	8.4%[57.5 µM]	6.8	1.6%	1.3%	?	58.5	-4.4%	-19.4%
> O=C(Cc1ccccc1)NCC(=O)N1CCCCC1
  -6.7%	i	-1.2	7.5%[0.307 µM]	2.4%[0.307 µM]	5.7%	3.0	-0.4%	-3.2%
> Cc1sc2ccccc2[n+]1CC(=O)c1ccccc1
  7.5%	-14.9%	-3.5	8.8%	4.0%	3.7%	-4.8	3.0%	11.2µM*
> COc1ccc(Cl)cc1CSc1n[nH]c(C)n1
  22.6%	i	-15.7	2.3%	-15.7%	6.5%	11.0	15.8%	8.8%
